# Source: PubChem BioAssay (Broad Institute)
# RAD52 inh: RAD52 DNA annealing inhibitors, primary screen, biochemical, FRET, single point, set 2; recombinant RAD52 DNA annealing, FRET fluorescence; inhibition, % at 18.7 µM; 0.46% of 360,000 active; AID 651710, 2012;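 active = every replicate showing at least 50% inhibition; inconclusive = mean inhibition at least 50% but not in every replicate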
# Target sequence (P43351 whole entry, looked up): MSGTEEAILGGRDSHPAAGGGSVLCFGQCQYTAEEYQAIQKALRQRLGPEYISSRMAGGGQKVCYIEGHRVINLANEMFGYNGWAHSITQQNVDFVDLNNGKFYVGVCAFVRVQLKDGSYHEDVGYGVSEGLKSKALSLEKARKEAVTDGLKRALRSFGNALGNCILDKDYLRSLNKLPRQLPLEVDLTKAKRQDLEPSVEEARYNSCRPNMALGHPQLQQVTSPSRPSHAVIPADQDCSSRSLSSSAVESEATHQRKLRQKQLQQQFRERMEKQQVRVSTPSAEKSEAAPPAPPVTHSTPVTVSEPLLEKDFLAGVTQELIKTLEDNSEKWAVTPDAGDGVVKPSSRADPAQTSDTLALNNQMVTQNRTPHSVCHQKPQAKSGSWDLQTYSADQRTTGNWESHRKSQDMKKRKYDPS
# ARNT-TACC3 inh: disruptors of ARNT/TACC3 protein interaction, primary screen, biochemical, AlphaScreen, single concentration. inhibition, % at 9.99 µM. AID 623870, 2012. AlphaScreen His-ARNT PAS-B/GST-TACC3 binding, luminescence; TACC3 fragment carries E629A point mutation. 0.66% of 390,000 active. Transforming acidic coiled-coil-containing protein 3 (Homo sapiens), Q9Y6A5;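 active = mean inhibition of replicates at least 50% and at least half of replicates each reaching 50%; inconclusive = half or more replicates reach 50% but mean below 50%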;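 also: 0% = complete ARNT plus TACC3 wells and 100% = ARNT alone without TACC3; many hits fall short of the cut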
# ERp5 inh: inhibitors of ERp5-driven insulin aggregation, primary screen, biochemical, turbidity, absorbance 650 nm, single point; 0.05% of 350,000 active; inhibition, % at 9.99 µM; 90 min; AID 651711, 2012;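 active = mean replicate inhibition above about 25%, with every replicate also reaching it, limit read from the data, passing the limit was not always enough; inconclusive = only one of those two criteria met; inactive = neither criterion met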
# esBAF inh: Bmi1 luciferase reporter increase in mESCs, primary screen, esBAF inhibitor project, mouse ES cells, Bmi1 luciferase knock-in, single point | 2% of 350,000 active | reporter increase, % at 12.5 µM | 24 h; 100% = twice the neutral-well signal | AID 602393, 2012; in the data active = activation above about 40%; inconclusive = no clear call, values can overlap the other calls;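 also: 0% = median of the plate's neutral control wells and 100% = double that signal; a rise in the Bmi1 reporter signal indicates esBAF inhibition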
# PglD DTNB: C. jejuni PglD acetyltransferase inhibitors, primary screen, biochemical, DTNB colorimetric, single point. AID 602405, 2012. inhibition, % at 12.5 µM. 0.098% of 360,000 active. purified PglD enzyme, DTNB colorimetric CoA detection; in the data active = inhibition above about 16%, passing the limit was not always enough; inconclusive = no clear call, values can overlap the other calls; also: strong numbers were not always called active
# CASP6 VEID inh: human caspase-6 inhibitors, primary screen, biochemical, VEID-R110 fluorescence, single point, set 2 | P55212 | purified caspase-6, Z-VEID-R110 cleavage fluorescence | inhibition, % at 12.5 µM | 0.53% of 350,000 active | AID 686996, 2013;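 active = mean inhibition across replicates at least about 35%, with every replicate also reaching that limit, limit read from the data; inconclusive = only one of the two criteria met; inactive = neither criterion met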;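 also: 0% = median of neutral control wells and 100% = no fluorescence left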
# E-sel inducer: E-selectin induction in HUVECs, primary screen, imaging, HUVEC, immunofluorescence imaging, single point | P16581 | normalized: neutral wells 0, TNF-alpha wells 100 | activation, % at 7.58 µM | 0.37% of 260,000 active | AID 686992, 2013;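 active = mean E-selectin-positive cell signal at least 10% of the positive control, reached in at least 60% of replicates, without over 20% cell loss; inconclusive = no rule given, readout overlaps actives, possibly toxicity-flagged; inactive = the rest, including those meeting only one limit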;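 also: in these data hits start at about 27%; measured in HUVEC primary endothelial cells; signal is the percent of cells scored E-selectin positive by PE staining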
# Target sequence (P16581 whole entry, looked up): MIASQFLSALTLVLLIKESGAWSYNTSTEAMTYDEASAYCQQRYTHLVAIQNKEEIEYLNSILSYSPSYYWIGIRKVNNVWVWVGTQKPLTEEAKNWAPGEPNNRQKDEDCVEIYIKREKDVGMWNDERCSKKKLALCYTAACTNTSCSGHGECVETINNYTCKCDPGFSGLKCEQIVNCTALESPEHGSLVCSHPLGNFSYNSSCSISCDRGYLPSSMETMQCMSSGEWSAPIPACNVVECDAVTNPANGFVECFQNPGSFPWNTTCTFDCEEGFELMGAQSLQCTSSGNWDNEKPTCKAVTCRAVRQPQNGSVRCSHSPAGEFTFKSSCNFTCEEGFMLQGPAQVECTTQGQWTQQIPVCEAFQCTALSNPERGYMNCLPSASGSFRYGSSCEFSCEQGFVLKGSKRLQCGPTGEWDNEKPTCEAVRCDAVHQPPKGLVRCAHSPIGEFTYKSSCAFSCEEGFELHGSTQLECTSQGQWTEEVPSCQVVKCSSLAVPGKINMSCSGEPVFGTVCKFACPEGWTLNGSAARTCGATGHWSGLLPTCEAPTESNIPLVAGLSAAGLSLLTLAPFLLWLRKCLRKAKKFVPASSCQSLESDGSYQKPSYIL
#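 System: HUVEC, human umbilical vein endothelial cells; quantity: 3,000 cells/well; buffer or medium: EGM-2 medium, gelatin-coated wells; dosing: single-point compound dose; detection: immunofluorescence imaging; evaluation: % PE-positive cells; benchmarks: TNF-alpha, DMSO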
# RAD54 inh: inhibitors of human RAD54 branch migration, primary screen, biochemical, fluorescence, single point | RAD54 Holliday junction branch migration, FAM/BHQ fluorescence | inhibition, % at 10.4 µM | 0.14% of 360,000 active | AID 602329, 2012;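 active = mean normalized replicate activity at least 40 and at least half of replicates scoring 40 or more; inconclusive = only one of the two criteria met; inactive = mean below 40 and under half of replicates reaching 40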;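 also: 0% = median of neutral control wells and 100% = median of positive control wells; inhibitors cause a drop in the FAM fluorescence signal; in these data hits start at about 50%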
# An asterisk follows results filed as active; ? = inconclusive; · = not tested or not shown.
SMILES,RAD52 inh,ARNT-TACC3 inh,ERp5 inh,esBAF inh,PglD DTNB,CASP6 VEID inh,E-sel inducer,RAD54 inh
CNC(=O)c1c(NC(=O)c2cccc(C)c2)sc2c1CCC2,-17,-2,4,28,0,3,·,7
Cn1cc(C(=O)NCCO)c(=O)c2ccccc21,2,-4,5,3,2,2,·,-3
CCCNC(=O)N1[C@@H]2CN(C)c3ccccc3[C@@H]2[C@@H]1CO,5,-9,-4,-8,0,-2,-0.1,2
C[C@@H]1CN([C@H](C)CO)C(=O)c2cc(NC(=O)CCN3CCOCC3)ccc2O[C@@H]1CN(C)C(=O)Nc1ccc2c(c1)OCO2,-12,-3,-6,2,2,2,-2.9,12
O=C(CN1CCCCC1)Nc1ccc(NC(=O)c2ccccc2Cl)cc1Cl,-1,-2,-1,·,20*,1,-2.0,2
O=C(Cn1nc(-c2ccc(Cl)cc2)ccc1=O)NCC1CCCO1 (centres undefined),3,-3,2,-1,1,-1,0.1,-2
Cc1cccc(N(CC(=O)NC2CCCCC2)C(=O)c2ccc(C)s2)c1,·,1,·,4,0,·,·,-4
C[C@H](NC(=O)C[C@H]1C[C@@H]2c3cc(NC(=O)NC4CCCC4)ccc3O[C@@H]2[C@H](CO)O1)c1ccccc1,0,-12,-3,-2,-2,2,0.3,9
CN1CCN(/C=C(\C#N)S(=O)(=O)c2ccc(Cl)cc2)CC1,-22,-1,-5,1,·,1,-0.1,·
O=C(Nc1ccc2c(c1)[C@@H]1C[C@@H](CC(=O)N3CCc4ccccc4C3)O[C@@H](CO)[C@@H]1O2)C1CCOCC1,5,-3,7,0,-1,-6,0.1,6
Cc1ccc(-c2cnc3c(c2)C(=O)N([C@@H](C)CO)C[C@@H](C)[C@H](CN(C)CC2CCCC2)O3)cc1,0,3,7,-6,4,1,0.6,10
Oc1ccc2ccccc2c1C=Nc1ccccc1,-16,7,3,-4,-1,1,0.0,-5
CN(C)CC(=O)N[C@H]1C=C[C@H](CC(=O)NCCN2CCCCC2)O[C@H]1CO,3,-5,8,-4,-1,1,-0.4,3
O=C(O)c1cc(NC(=O)c2ccc(Cl)c([N+](=O)[O-])c2)cc(C(=O)O)c1,-9,-5,-2,·,·,3,·,·
C[C@H](CO)N1C[C@H](C)[C@H](CN(C)C(=O)NC2CCCCC2)Oc2ccc(NC(=O)Cc3cn(C)c4ccccc34)cc2C1=O,-17,0,8,8,-2,-3,·,1
CN(CC(=O)NC1CCCc2ccccc21)S(=O)(=O)c1cccs1 (centres undefined),-25,-18,-13,·,1,2,·,6
Cc1ccc(S(=O)(=O)N2[C@@H](c3cccc(Cl)c3)C(C(=O)O)=CC[C@H]2c2ccc3c(c2)OCO3)cc1,-13,-2,0,1,1,2,0.1,5
CCN(Cc1ccccc1)S(=O)(=O)c1ccc(C(=O)Nc2nnc(C3CC3)o2)cc1,-8,33,-2,-8,·,1,0.5,1
COc1ccc(CN2CCNC(=O)C2CC(=O)N(C)Cc2ccncn2)c(OC)c1 (centres undefined),-22,-3,9,-1,-1,-4,·,7
O=C(CCC(=O)N(CC(=O)NC1CCCC1)c1ccc(F)cc1)Nc1nccs1,-17,-4,-2,1,-1,0,·,10
Cc1noc(C)c1NC(=O)N(C)C[C@@H]1Oc2c(NC(=O)Nc3ccc(C(F)(F)F)cc3)cccc2C(=O)N([C@@H](C)CO)C[C@H]1C,2,1,-3,-1,3,2,·,-2
Cc1cc(/C=C(\C#N)C(=O)N2CCOCC2)c(C)n1C1CCCC1,-11,6,5,·,·,-1,0.2,·
O=C(C1CC1c1ccccc1)N1CCOCC1 (centres undefined),·,2,·,-2,4,·,·,-3
O=C(C[n+]1ccc(C(=O)NCCCO)cc1)c1cccc(Br)c1,-7,6,7,·,·,-25,0.0,·
CC(=O)c1c(C)oc2ccc(OCc3ccccc3)cc12,-9,-9,2,?,-3,0,0.3,9

# Single records, as listed above. Screens in order: RAD52 inh	ARNT-TACC3 inh	ERp5 inh	esBAF inh	PglD DTNB	CASP6 VEID inh	E-sel inducer	RAD54 inh
# C[C@@H]1CN([C@H](C)CO)C(=O)c2cc(NC(=O)CCN3CCOCC3)ccc2O[C@@H]1CN(C)C(=O)Nc1ccc2c(c1)OCO2 in the list: -12	-3	-6	2	2	2	-2.9	12
# C[C@H](NC(=O)C[C@H]1C[C@@H]2c3cc(NC(=O)NC4CCCC4)ccc3O[C@@H]2[C@H](CO)O1)c1ccccc1 in the list: 0	-12	-3	-2	-2	2	0.3	9
# Cn1cc(C(=O)NCCO)c(=O)c2ccccc21 in the list: 2	-4	5	3	2	2	·	-3
# Cc1cc(/C=C(\C#N)C(=O)N2CCOCC2)c(C)n1C1CCCC1 in the list: -11	6	5	·	·	-1	0.2	·
# O=C(C1CC1c1ccccc1)N1CCOCC1 (centres undefined) in the list: ·	2	·	-2	4	·	·	-3

# Later entries
SMILES,RAD52 inh,ARNT-TACC3 inh,ERp5 inh,esBAF inh,PglD DTNB,CASP6 VEID inh,E-sel inducer,RAD54 inh
CCOc1ccc(CC(=O)OCN2C(=O)c3ccccc3C2=O)cc1,·,-25,·,-1,-4,·,·,0
COc1cc2[nH]c(=O)n(CCCCCC(=O)NCCCN3CCCC3=O)c(=O)c2cc1OC,·,19,·,-9,5,·,·,14
COc1cccc(-c2noc(C(C)n3nc(C)c([N+](=O)[O-])c3C)n2)c1 (centres undefined),·,0,·,13,-4,·,·,-1
NC(=O)CC(NC(=O)Cc1ccc(Cl)cc1)c1ccc(NCCN2CCOCC2)c([N+](=O)[O-])c1 (centres undefined),-3,-4,0,-5,1,2,-0.2,-9
CC(Sc1nc(-c2ccccc2)nc2c1COC(C)(C)C2)C(=O)N1CCOCC1 (centres undefined),·,-12,·,-9,4,·,·,-3
O=C(NCc1ccccc1Cl)[C@@H]1[C@@H](CO)[C@@H]2Cn3c(cccc3=O)[C@@H]2N1C(=O)C1CCOCC1,-37,6,6,1,-4,-1,-0.3,5
CCOC(=O)CSc1nc2ccccc2n2cnnc12,·,0,·,1,-9,·,·,-1
O=C(COc1ccccc1)N1CCN(S(=O)(=O)c2cccs2)CC1,·,0,·,-2,-5,·,·,1
Cc1cc(C(=O)Nc2ccc3c(c2)C(=O)N(C)[C@@H]2CC[C@@H](CC(=O)O)O[C@H]2CO3)no1,·,0,·,1,0,·,-0.1,-1
O=C(Cn1c(=O)c2cccn2c2ccccc21)NCCCN1CCCCC1,1,-6,-2,9,0,-5,0.1,12
CCOC(=O)Nc1ccc2c(c1)C(=NO)c1ccccc1-2,-27,9,1,·,·,8,1.2,·
CN(C)S(=O)(=O)c1cccc(COC(=O)CN2C(=O)NC3(CCCC3)C2=O)c1,-3,·,0,·,1,-1,-4.2,-2
CN1CCN(C(=O)C[C@H]2C[C@H]3c4cc(NC(=O)c5ccc6c(c5)OCO6)ccc4O[C@H]3[C@H](CO)O2)CC1,16,7,-5,9,-2,2,-0.1,0
Cc1ccc(S(=O)(=O)Nc2ccc3c(c2)C(=O)N([C@@H](C)CO)C[C@@H](C)[C@@H](CN(C)C(=O)c2ccccc2)OCCCC[C@@H](C)O3)cc1,24,-5,-3,16,2,0,·,2
CCC(=O)c1ccc(N2CCN(C(=O)Cc3ccccc3)CC2)c(F)c1,·,-9,·,6,7,·,·,-3
COc1ccc(S(=O)(=O)Nc2cccc3c2O[C@H](CN(C)C(=O)Nc2c(C)noc2C)[C@@H](C)CN([C@@H](C)CO)C3=O)cc1,7,-8,-4,-1,-2,0,32*,-9
CSc1ncc(Cl)c(C(=O)Nc2ccccc2Br)n1,-2,-3,0,-1,·,-2,5.9,·
CCc1ccc(-c2nc(NC(=O)c3ccc(OCC(=O)Nc4ccc(F)cc4)c(OC)c3)sc2C)cc1,3,-4,1,1,-3,-1,·,5
CCN1CCc2nc(N)oc2CC1,6,0,1,-4,-4,-17,-1.7,-10
COc1ccc2c(c1)CCCC2=O,-3,-3,5,-5,-1,-2,-0.1,-1
COc1ccc(-n2nc(C(=O)NCC(=O)N3CCN(c4ccccn4)CC3)c3ccccc3c2=O)cc1OC,3,-4,-5,·,·,-3,·,·
CO[C@H]1CN(C)C(=O)c2ccc(NC(=O)Cc3ccccc3)cc2OC[C@H](C)N(C(=O)c2ccccc2F)C[C@H]1C,-6,-2,0,2,-5,·,-0.1,2
CCC(C)NCc1ccc(C(=O)OC)o1 (centres undefined),·,-6,·,0,0,·,·,-5
CC1CN(S(=O)(=O)c2ccc(C(=O)N3CCc4ccccc43)cc2)CC(C)O1 (centres undefined),8,0,-8,8,-2,-4,-0.1,-4
C[C@H]1CCCCO[C@H](CN(C)Cc2ccc(C(=O)O)cc2)[C@@H](C)CN([C@@H](C)CO)C(=O)c2cc(NC(=O)Nc3cccc4ccccc34)ccc2O1,-7,29,7,1,2,0,0.1,1

# Continuation.
SMILES,RAD52 inh,ARNT-TACC3 inh,ERp5 inh,esBAF inh,PglD DTNB,CASP6 VEID inh,E-sel inducer,RAD54 inh
Cc1ccc(CNC(=O)C(Cc2ccccc2)NS(=O)(=O)c2ccc(Br)s2)cc1 (centres undefined),-37,-6,5,·,·,-1,-0.8,·
CO[C@H]1CN(C)C(=O)c2cc(NC(=O)C3CCC3)ccc2OC[C@@H](C)N(Cc2ccccn2)C[C@@H]1C,0,-5,-1,3,-1,0,0.3,-2
CCc1ccc(CNC(=O)C2CCC(=O)N(CCc3ccc(Cl)cc3)C2)nc1 (centres undefined),-11,4,-1,-4,-4,0,·,7
Cc1sc2ncnc(SCC(=O)N3c4ccccc4Sc4ccc(Cl)cc43)c2c1C,-10,-1,1,·,·,-2,-2.4,·
C[C@H](CO)N1C[C@H](C)[C@H](CN(C)C(=O)Nc2cccc3ccccc23)Oc2ccc(NC(=O)c3ccncc3)cc2CC1=O,3,5,0,7,-1,-2,0.2,-6
O=C(NC(=S)Nc1ccc(Cl)cn1)c1cc([N+](=O)[O-])ccc1N1CCOCC1,-2,0,0,-1,3,-2,0.9,-4
CC(C)(C#N)N([O-])C=C[N+](=O)C(C)(C)C#N,·,1,·,-9,-1,·,·,-22
COc1cc(C)c(C(=O)Oc2cc(C)c(C(=O)O)c(O)c2C)c(OC)c1C,-23,-6,-1,-1,-3,2,·,-1
COc1ccc2[nH]c(=O)c(C3c4cc(OC)c(OC)cc4CCN3C(=O)c3ccco3)cc2c1 (centres undefined),-16,0,-2,0,3,0,·,9
O=C(NC1CCCCC1)c1cc(C2CC2)on1,0,-3,1,-10,·,-1,1.4,·
Cc1cc(C)cc(OCCCn2ccnc2)c1,1,2,-10,8,9,-1,0.0,-11
Cc1sc2nc3ccc(N4CCCC4)nn3c(=O)c2c1C,-8,15,1,52*,1,12,0.1,14
CCC(C)(C)NC(=O)Cc1ccc(C)cc1,·,-3,·,8,48*,·,·,2
C[C@@H]1CN([C@@H](C)CO)C(=O)c2cc(NS(=O)(=O)c3ccccc3)ccc2O[C@@H]1CN(C)C(=O)Nc1ccc2c(c1)OCO2,9,-1,-8,-2,-1,-12,0.0,2
COc1cccc2sc(Nc3nc(-c4ccncc4)cs3)nc12,-10,-4,-4,·,·,2,6.2,·
CC(=O)Nc1ccc(NC(=O)CSc2nnc(NC(=O)c3ccco3)s2)cc1,-8,-3,1,2,1,0,-4.3,0
COc1cccc(CN2CCN(Cc3nc4c(s3)CCCC4)CC2CCO)c1 (centres undefined),-8,2,1,·,·,-1,·,·
